# Bioassay records from PubChem.
# aGal spleen mod – alpha-galactosidase A (human) modulation; P06280; AID 2107; human spleen homogenate, 4MU-alpha-Gal fluorescence, 40 min; 0.008% of 240,000 active; Potency, µM (series often up to 80 µM), for inactives: at the highest dose activity change, negative = inhibition, hits mostly inhibitors;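 further: 0% = enzyme with vehicle and -100% = no enzyme basal signal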
# Target sequence (P06280 32-429 limits assumed): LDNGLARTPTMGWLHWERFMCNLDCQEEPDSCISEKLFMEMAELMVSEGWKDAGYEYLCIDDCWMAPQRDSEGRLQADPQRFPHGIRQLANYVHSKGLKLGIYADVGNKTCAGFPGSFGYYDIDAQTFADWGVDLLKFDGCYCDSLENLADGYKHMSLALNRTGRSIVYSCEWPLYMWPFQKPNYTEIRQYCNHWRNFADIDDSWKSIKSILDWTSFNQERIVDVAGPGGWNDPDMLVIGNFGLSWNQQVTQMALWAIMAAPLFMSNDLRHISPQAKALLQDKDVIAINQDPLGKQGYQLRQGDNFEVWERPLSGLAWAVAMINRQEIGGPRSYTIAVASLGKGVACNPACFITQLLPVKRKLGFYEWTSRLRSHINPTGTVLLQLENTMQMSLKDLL
#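 Spleen homogenate 1 ug + cpd (titration) + 4-MU-alpha-D-galactopyranoside 1 mM; 37C 40 min; 50 mM citrate/phosphate pH 5.0, 0.01% Tween-20; stop pH 10; fluorescence 365/440; AC50 via Hill.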
# TexasRed fluor – alters Texas Red total fluorescence, flagging assay interference; 0.29% of 280,000 active; Potency, µM (highest dose often 106 µM), without a hit: at the highest dose fluorescence change, negative = quenching; AID 1479; TRb/SRC2 Texas Red total fluorescence interference; active means well fitted curve in either direction with a large enough effect; inconclusive means small, poorly fitted or top-dose-only effect
#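 Human TRβ ligand-binding domain (0.6 uM) and Texas Red SRC2 peptide (20 nM) in Tris buffer with 1 uM T3 and 5% DMSO were incubated with pinned compound for 5 hr at ambient temperature. Total fluorescence was computed as S + 2P (555/632 nm).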
# TRb SRC2 PPI – TRbeta-SRC2 interaction inhibition; P10828; TRbeta-SRC2 peptide binding, fluorescence polarization; receptor liganded with 1 µM T3; Potency, µM (top dose mostly 106 µM), inactives show top-dose activity change, negative = inhibition, hits mostly inhibitors; 0.065% of 280,000 active;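 further: plate controls were bound peptide for no effect and peptide without receptor for full effect; nearly all actives have a fitted effect of over 50% in size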
# Target sequence (P10828 whole entry, looked up): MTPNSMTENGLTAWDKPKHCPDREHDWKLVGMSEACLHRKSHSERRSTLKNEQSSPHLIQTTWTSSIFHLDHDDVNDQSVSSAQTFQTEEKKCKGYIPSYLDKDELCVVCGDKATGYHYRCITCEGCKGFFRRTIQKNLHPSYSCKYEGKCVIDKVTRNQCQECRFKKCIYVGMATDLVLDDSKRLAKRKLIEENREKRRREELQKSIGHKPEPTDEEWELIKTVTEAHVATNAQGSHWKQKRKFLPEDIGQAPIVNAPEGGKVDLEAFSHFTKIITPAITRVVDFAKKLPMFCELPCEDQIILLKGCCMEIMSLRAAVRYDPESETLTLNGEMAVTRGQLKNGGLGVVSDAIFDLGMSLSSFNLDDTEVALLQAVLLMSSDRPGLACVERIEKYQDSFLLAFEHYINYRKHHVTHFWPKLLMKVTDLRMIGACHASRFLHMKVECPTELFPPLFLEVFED
#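 Human TRb ligand-binding domain (0.6 uM) is mixed with 20 nM Texas Red SRC2 peptide and 1 uM T3; after compound addition and 5 hr at ambient temperature, polarization is measured and normalized to unbound and bound controls.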
# ALDH1A1 inh – blocks purified human ALDH1A1 activity; Purified ALDH1A1, NADH fluorescence, propionaldehyde substrate; Potency, µM (series often up to 75.3 µM), for inactives: at the highest dose activity, negative = inhibition, hits mostly inhibitors; AID 1030; 7.3% of 220,000 active; P00352; active means well fitted inhibition curve with a large enough effect, not every such curve was filed as active; inconclusive means small, poorly fitted or top-dose-only effect, or another doubt; inactive means no such curve, though single readings can be large or run the other way;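 further: plate controls were no enzyme wells and a reference inhibitor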
# * marks the source's active call; other numbers are inactive results; ? = inconclusive; . = no result given; [ ] = dose if it differs, or a comment. Unless noted, the call rests on the fitted dose curve; in most records, active means well fitted inhibition curve with a large enough effect; inconclusive means small, poorly fitted or top-dose-only effect, or effect the other way; inactive means flat fitted curve, though single readings scatter. Unless noted, on the % scale 0 is the no-effect control and ±100 the full control effect; potency means the concentration at half of the fitted maximal effect.
No.	smiles	aGal spleen mod	TexasRed fluor	TRb SRC2 PPI	ALDH1A1 inh
1	COCCn1c(=O)c(-c2cn(C)c3ccccc23)nc2cnc(OCc3ccccc3)nc21	7%	.	.	?
2	COc1ccccc1-c1nccc(NCc2ccccc2)n1	6%	.	.	4%
3	COc1ccccc1CN1CC2(CCN(C(=O)c3cccc(F)c3)CC2)C1	8%	.	.	?
4	COc1cccc(Cn2c(=O)c(-c3ccc(Cl)cc3)nc3cnc(N4CCN(C)CC4)nc32)c1	12%	.	.	?
5	Cn1c(=O)c(-c2ccc(F)cc2)nc2cnc(OCc3ccccc3)nc21	11%	.	.	?
6	CCNc1ncc2nc(-c3cccs3)c(=O)n(Cc3cccc(OC)c3)c2n1	11%	.	.	?
7	O=c1c(-c2cccc(F)c2)nc2cncnc2n1Cc1ccccc1Cl	11%	.	.	?
8	COc1ccccc1CN1CCC2(CC1)CCN(S(C)(=O)=O)CC2	16%	.	.	-8%
9	O=c1c(-c2cc(F)cc(F)c2)nc2cnc(N3CCOCC3)nc2n1C[C@H]1CCCO1	12%	.	.	?
10	Cc1ccccc1-c1ccc2ncnc(NCCN3CCOCC3)c2c1	2%	.	.	?
11	CC(C)NC(=O)N1CC[C@@]2(CCCN(C(=O)c3ccncc3)C2)C1	0%	.	.	2%
12	COc1ccccc1CNc1ccnc(-c2cccc(C#N)c2)n1	-5%	.	.	?
13	COc1ccc2[nH]cc(CCNc3nc(-c4ccc(N(C)C)cc4)nc4ccccc34)c2c1	23%	.	.	?
14	COc1ccc(-c2nc3cnc(N4CCN(C)CC4)nc3n(Cc3cccs3)c2=O)cc1	?	.	.	-5%
15	Cc1noc(C)c1C(=O)N1CCC2(CC1)CCN(c1ccccn1)CC2	16%	.	.	?
16	CN1CCN(c2ncc3nc(-c4cccc(C#N)c4)c(=O)n(CCC#N)c3n2)CC1	5%	.	.	?
17	O=c1cnc2cnc(Oc3ccccc3)nc2n1Cc1cccs1	-7%	.	.	?
18	COc1ccc(NC(=O)N2CCC3(CC2)CCN(C(=O)c2cnccn2)CC3)cc1	6%	.	.	-12%
19	c1ccc(CNc2ccnc(-c3cccnc3)n2)cc1	2%	.	.	-16%
20	O=c1c(-c2ccc(F)cc2)nc2cnc(Nc3ccccc3)nc2n1C1CC1	-12%	.	.	5%

# Numbers 3 through 18 from above:
No.	smiles	aGal spleen mod	TexasRed fluor	TRb SRC2 PPI	ALDH1A1 inh
3	COc1ccccc1CN1CC2(CCN(C(=O)c3cccc(F)c3)CC2)C1	8%	.	.	?
4	COc1cccc(Cn2c(=O)c(-c3ccc(Cl)cc3)nc3cnc(N4CCN(C)CC4)nc32)c1	12%	.	.	?
5	Cn1c(=O)c(-c2ccc(F)cc2)nc2cnc(OCc3ccccc3)nc21	11%	.	.	?
6	CCNc1ncc2nc(-c3cccs3)c(=O)n(Cc3cccc(OC)c3)c2n1	11%	.	.	?
7	O=c1c(-c2cccc(F)c2)nc2cncnc2n1Cc1ccccc1Cl	11%	.	.	?
8	COc1ccccc1CN1CCC2(CC1)CCN(S(C)(=O)=O)CC2	16%	.	.	-8%
9	O=c1c(-c2cc(F)cc(F)c2)nc2cnc(N3CCOCC3)nc2n1C[C@H]1CCCO1	12%	.	.	?
10	Cc1ccccc1-c1ccc2ncnc(NCCN3CCOCC3)c2c1	2%	.	.	?
11	CC(C)NC(=O)N1CC[C@@]2(CCCN(C(=O)c3ccncc3)C2)C1	0%	.	.	2%
12	COc1ccccc1CNc1ccnc(-c2cccc(C#N)c2)n1	-5%	.	.	?
13	COc1ccc2[nH]cc(CCNc3nc(-c4ccc(N(C)C)cc4)nc4ccccc34)c2c1	23%	.	.	?
14	COc1ccc(-c2nc3cnc(N4CCN(C)CC4)nc3n(Cc3cccs3)c2=O)cc1	?	.	.	-5%
15	Cc1noc(C)c1C(=O)N1CCC2(CC1)CCN(c1ccccn1)CC2	16%	.	.	?
16	CN1CCN(c2ncc3nc(-c4cccc(C#N)c4)c(=O)n(CCC#N)c3n2)CC1	5%	.	.	?
17	O=c1cnc2cnc(Oc3ccccc3)nc2n1Cc1cccs1	-7%	.	.	?
18	COc1ccc(NC(=O)N2CCC3(CC2)CCN(C(=O)c2cnccn2)CC3)cc1	6%	.	.	-12%

# New compounds follow.
No.	smiles	aGal spleen mod	TexasRed fluor	TRb SRC2 PPI	ALDH1A1 inh
21	O=C(Nc1cccc(F)c1)N1CCCC2(CCN(C(=O)c3cc(C(F)(F)F)cc(C(F)(F)F)c3)CC2)C1	-3%	.	.	2%
22	O=c1c(-c2cc(F)cc(F)c2)nc2cnc(N3CCOCC3)nc2n1Cc1ccc(F)cc1	4%	.	.	?
23	COCCn1c(=O)c(-c2ccc(OC)cc2)nc2cnc(Nc3cccc(OC)c3)nc21	-4%	.	.	0%
24	O=C(c1ccncc1)N1CCC2(CC1)CN(c1ccncc1)C2	-3%	.	.	9%
25	COc1cccc(-c2nc(N(C)Cc3ccco3)c3ccccc3n2)c1	1%	.	.	0%
26	COc1cccc(-c2cncnc2NCc2cccs2)c1	6%	.	.	?
27	CN(C)c1ncc2nc(-c3ccc(F)cc3)c(=O)n(-c3ccccc3)c2n1	3%	.	.	?
28	O=C(c1ccco1)N1CCC[C@@]2(CCN(c3ccncc3)C2)C1	2%	.	.	-5%
29	O=C(c1cnccn1)N1CCC2(CCCN(c3ncccn3)C2)CC1	10%	.	.	-15%
30	Cn1cccc1C(=O)N1CCC2(CCN(Cc3ccccc3)CC2)CC1	-2%	.	.	1%
31	N#CCCn1c(=O)c(-c2cc(F)cc(F)c2)nc2cnc(Oc3ccccc3)nc21	-3%	.	.	-7%
32	Cc1nc2cncnc2n(Cc2ccc(F)cc2)c1=O	-1%	.	.	-9%
33	COCCn1c(=O)c(-c2ccccc2)nc2cnc(Oc3cccc(Cl)c3)nc21	-12%	.	.	?
34	O=c1c(-c2cc(F)cc(F)c2)nc2cncnc2n1Cc1ccc(F)cc1	-5%	.	.	?
35	O=c1c(-c2ccc(F)cc2)nc2cnc(Oc3cccc(Cl)c3)nc2n1C1CC1	6%	.	.	12%
36	COc1ccc2[nH]cc(CCNc3ccnc(-c4ccc5c(c4)OCO5)n3)c2c1	?	.	.	?
37	Cc1cnc(CNc2cc(-c3c(C)noc3C)ncn2)cn1	11%	.	.	-10%
38	CC(=O)N1CCC2(CC1)CN(c1ccccn1)C2	3%	.	.	?
39	COc1ccc(NC(=O)N2CCCC3(CCN(C(=O)c4csnn4)CC3)C2)cc1	1%	.	.	-2%
40	O=c1c(CCc2ccccc2)nc2cnc(Oc3ccccc3)nc2n1C[C@H]1CCCO1	-11%	.	.	?
41	COc1ccc(NC(=O)N2CCCC3(CCN(S(C)(=O)=O)CC3)C2)cc1	-4%	.	.	1%
42	CN(C)c1ncc2nc(CCc3ccccc3)c(=O)n(CCc3ccccc3)c2n1	2%	.	.	?
43	COc1ncc2nc(C)c(=O)n(-c3ccccc3)c2n1	-11%	.	.	12%
44	Cc1nc2cncnc2n(Cc2ccccc2)c1=O	-5%	.	.	14%
45	CN(C)c1ncc2nc(-c3cc(F)cc(F)c3)c(=O)n(C)c2n1	-16%	.	.	?
46	CN(C)CCCN1c2ccccc2C(C)(C)c2ccccc21	.	-1%	0%	-8%[13.5 µM]
47	CC[C@H](NC(=O)[C@H](CCC(=O)O)NC(=O)[C@H](CCC(=O)O)NC(=O)[C@H](CC(=O)O[S+](=O)([O-])c1cccc2c(NCCN)cccc12)NC(=O)[C@H](CCC(=O)O)NC(=O)[C@H](CC(=O)O)NC(C)=O)C(=O)ON[C@@H](C)C(=O)N[C@@H](CO)C(=O)N[C@@H](CCCCNC(=O)c1ccc(N=Nc2ccc(N(C)C)cc2)cc1)C(N)=O	1%	-1%	-1%	.
48	O=C(O)c1ccccc1O[C@@H]1O[C@H](C(=O)O)[C@@H](O)[C@H](O)[C@H]1O	-6%	-2%	-3%	.
49	NCCNCCN	5%	-6%	-1%	.
50	CNc1ccccc1NC(=O)CCn1c(=S)oc2ccccc21	7%	-1%	-1%	.
51	COc1cccc(-c2nnc3n2N=C(c2c(OC)cccc2OC)CS3)c1	3%	-1%	-2%	.
52	COc1ccc(C2=Nn3c(nnc3-c3ccc(OC)cc3OC)SC2)cc1	3%	-1%	-5%	.
53	CCCC[C@H]1CCCO[C@@](C(=O)NCc2ccccc2)(C(F)(F)F)C1	2%	0%	-3%	.
54	Cc1cccc(-c2nn(C(=S)Nc3ccccc3)cc2-c2ccnc3ccccc23)n1	5%	-4%	0%	.
55	Cc1ccc2c(c1)c(CC(NC(=O)c1ccccc1Oc1ccccc1)C(=O)O)cn2C(=O)OCc1ccccc1 (centres undefined)	1%	0%	1%	.
56	CC(=O)Nc1ccc(SCC(CC(C)C)N2CCN(C)CCC2=O)cc1 (centres undefined)	3%	-3%	7%	.
57	Cc1ccc(S(=O)(=O)Nc2cccc3cccnc23)c([N+](=O)[O-])c1	-3%	-1%	-6%	.
58	CCC[C@@H]1CCCO[C@@](C(=O)NCc2ccc(S(C)(=O)=O)cc2)(C(F)(F)F)C1	-27%	0%	-9%	.
59	CC[C@H](C)[C@H](NC(=O)[C@H](CCC(=O)O)NC(=O)[C@@H](N)CO)C(=O)N[C@@H](CCC(N)=O)C(=O)N[C@@H](CC(C)C)C(=O)N[C@@H](CCSC)C(=O)N[C@@H](Cc1cnc[nH]1)C(=O)N[C@@H](CC(N)=O)C(=O)N[C@@H](CC(C)C)C(=O)NCC(=O)N[C@@H](CCCCN)C(=O)N[C@@H](Cc1cnc[nH]1)C(=O)N[C@@H](CC(C)C)C(=O)N[C@@H](C)C(=O)N[C@@H](CO)C(=O)N[C@H](C(=O)N[C@@H](CCC(=O)O)C(=O)N[C@@H](CCCNC(=N)N)C(=O)N[C@@H](CCSC)C(=O)N[C@@H](CCC(N)=O)C(=O)N[C@@H](Cc1c[nH]c2ccccc12)C(=O)N[C@@H](CC(C)C)C(=O)N[C@@H](CCCNC(=N)N)C(=O)N[C@@H](CCCCN)C(=O)N[C@@H](CCCCN)C(=O)N[C@@H](CC(C)C)C(=O)N[C@@H](CCC(N)=O)C(=O)N[C@@H](CC(=O)O)C(=O)N[C@H](C(=O)N[C@@H](Cc1cnc[nH]1)C(=O)N[C@@H](CC(N)=O)C(=O)N[C@@H](Cc1ccccc1)C(=O)O)C(C)C)C(C)C	5%	-4%	1%	.
60	Cc1ccc(-c2cc(C3C4C=CCC(C)C4C(=O)N3Cc3ccccc3)ccc2F)cc1 (centres undefined)	-1%	-1%	3%	.
61	CCN1C(C)=C(C(=O)OC(C)C)C(c2ccccc2Cl)C2=C1COC2=O (centres undefined)	2%	1%	4%	.
62	Cc1ccc(Sc2cncc3sc(C(N)=O)cc23)cc1	-9%	-2%	11%	.
63	O=C(Nc1ccc(Br)cc1)c1cccc(S(=O)(=O)Nc2ccc(Br)cc2)c1	4%	15%	0%	.
64	CC(=O)C[C@H](c1ccccc1)c1c(O)c2ccccc2oc1=O	-6%	3%	-5%	.
65	C=C(C)CC(C)(C)C	4%	-10%	-4%	.
66	CN(CC[C@@H](Oc1ccc(C(F)(F)F)cc1)c1ccccc1)CC(=O)O	3%	0%	-1%	.
67	CCCC[C@@H]1CCCO[C@@](C(=O)NCc2cc(C)n(C)n2)(C(F)(F)F)C1	13%	-5%	4%	.
68	O=C(O)c1ccccc1-c1c2cc(Br)c(=O)c(Br)c-2oc2c(Br)c(O)c(Br)cc12	14%	28µM*[fluorescent]	?	.
69	CCCCCCCCCCCCCCCC(=O)OC[C@@H](COP(=O)([O-])OCC[N+](C)(C)C)OC(=O)CCCCCCCCCCCCCCC	3%	0%	1%	.

# An excerpt (hit frequency here may not be typical).
